High-throughput results deposited in PubChem BioAssay by The Scripps Research Institute Molecular Screening Center.
MITF primary: MITF inhibitors, primary screen, biochemical, AlphaScreen, human. Microphthalmia-associated transcription factor (Homo sapiens), O75030. AlphaScreen MITF homodimerization, bead proximity signal. inhibition, % at 2.6 µM. actives 0.91% (n = 650,000). AID 1259374, 2018; in the data active = inhibition above about 50%;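 also: 0% = vehicle wells with protein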
Target sequence (O75030 whole entry, looked up): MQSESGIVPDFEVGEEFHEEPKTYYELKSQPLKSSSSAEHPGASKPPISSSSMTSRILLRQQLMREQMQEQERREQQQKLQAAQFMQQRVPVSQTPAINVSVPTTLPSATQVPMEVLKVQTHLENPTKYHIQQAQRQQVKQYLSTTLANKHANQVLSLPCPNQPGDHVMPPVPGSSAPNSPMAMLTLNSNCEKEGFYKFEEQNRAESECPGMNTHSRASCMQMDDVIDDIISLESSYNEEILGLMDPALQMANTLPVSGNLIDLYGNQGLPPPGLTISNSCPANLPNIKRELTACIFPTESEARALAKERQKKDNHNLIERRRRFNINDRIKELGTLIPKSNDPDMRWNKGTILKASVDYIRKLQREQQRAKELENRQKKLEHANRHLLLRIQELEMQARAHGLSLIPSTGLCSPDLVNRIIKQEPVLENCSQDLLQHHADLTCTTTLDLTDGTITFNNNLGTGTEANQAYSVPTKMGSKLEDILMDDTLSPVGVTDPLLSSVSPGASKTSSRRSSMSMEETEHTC
GPR151 activ: activators of human GPR151, primary screen, cell-based, PathHunter beta-arrestin, luminescence; G-protein coupled receptor 151 (Homo sapiens), Q8TDV0; AID 1508602, 2020; PathHunter beta-arrestin GPR151 cells; actives 1% (n = 650,000); activation, % at 11.2 µM; in the data active = activation above about 4.9%;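 also: 0% = median of compound wells and 100% = cells with positive control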
Target sequence (Q8TDV0 whole entry, looked up): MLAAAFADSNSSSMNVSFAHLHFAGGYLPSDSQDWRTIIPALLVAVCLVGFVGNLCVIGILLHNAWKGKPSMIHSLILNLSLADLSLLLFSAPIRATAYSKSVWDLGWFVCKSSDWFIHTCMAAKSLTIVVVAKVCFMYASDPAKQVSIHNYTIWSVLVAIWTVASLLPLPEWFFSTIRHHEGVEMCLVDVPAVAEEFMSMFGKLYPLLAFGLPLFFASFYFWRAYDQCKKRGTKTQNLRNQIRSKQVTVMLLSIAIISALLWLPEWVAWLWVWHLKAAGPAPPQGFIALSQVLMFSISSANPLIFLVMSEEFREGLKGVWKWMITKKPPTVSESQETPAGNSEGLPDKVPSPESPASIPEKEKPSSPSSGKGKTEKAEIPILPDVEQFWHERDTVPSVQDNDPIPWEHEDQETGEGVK
FBW7 activator: FBW7 E3 ligase activators, primary screen, biochemical, AlphaScreen, human. AlphaScreen FBW7–phospho-cyclin E peptide binding, activator screen. normalized activity (activation), % at 26.1 µM. actives 0.13% (n = 650,000); in the data active = normalized activity above about 1.9%;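 also: purified mutant Fbw7 with reduced substrate affinity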
TEAD-YAP block: TEAD-YAP interaction inhibition, primary screen, TEAD-YAP interaction inhibitor project, luminescence, HEK-TIYL cells. TEAD-Gal4/YAP UAS-luciferase luminescence. inhibition, % at 9.12 µM. actives 1.4% (n = 640,000); in the data active = inhibition above about 32%;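 also: 0% = median of test compound wells and 100% = reference inhibitor wells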
The depositor's hits bear a star.

Every second line gives: MITF primary	GPR151 activ	FBW7 activator	TEAD-YAP block
1: COCCNS(=O)(=O)c1ccc(-c2ccc(Cl)cc2)cc1
    12	1.1	0.3	-1
2: CCOC(=O)c1c(NC(=O)COc2ccc(F)cc2)sc2c1CCCC2
    11	2.0	-0.1	3
3: O=C(CSc1nc2ccc(N3CCCCC3)cc2c(=O)n1Cc1ccccc1)c1ccc(Br)cc1
    -7	-0.2	0.1	-20
4: COCC1CCCCN1C(=O)c1cc(COc2ccc(C(C)=O)cc2)on1 (stereo not given)
    1	0.3	-0.1	-42
5: O=C1OC(c2ccc3c(c2)OCO3)=N/C1=C\c1ccc(-c2ccc(I)cc2)o1
    12	-2.8	0.2	0
6: CCc1ccccc1NC(=O)c1cc(S(=O)(=O)NCCC2=CCCCC2)ccc1F
    -13	-1.7	0.2	-5
7: COc1ccc(S(=O)(=O)N2CCN(Cc3ccccc3Br)CC2)cc1
    18	-0.8	0.2	4
8: COCCn1c(NC(=O)c2ccc(Br)o2)c(C#N)c2nc3ccccc3nc21
    -2	2.1	0.2	2
9: CC1=N/C(=C/c2ccc([N+](=O)[O-])cc2)C(=O)N1c1cc(Cl)ccc1Cl
    19	-1.3	0.1	-9
10: c1csc(C2=NNC(=NC3CCCCC3)SC2)c1
    12	-2.1	0.2	-35
11: O=C(CCn1c(=S)[nH]c2cc3c(cc2c1=O)OCO3)NCc1ccccc1
    14	-1.3	0.2	-1
12: CC(C)(C)c1csc(NC(=O)c2ccc([N+](=O)[O-])cc2)n1
    10	-0.7	0.1	-26
13: CN(C)S(=O)(=O)c1ccc(NC(=O)Cn2c(-c3ccccc3)noc2=O)cc1
    11	-0.1	-0.1	3
14: Cc1cc(C(=O)CN2C(=O)C3CC=CCC3C2=O)c(C)n1CC1CCCO1 (stereo not given)
    -2	0.8	-0.1	36*
15: Cn1c(=O)c(C(=O)Nc2ccccn2)c(O)c2ccccc21
    -5	-0.5	-0.1	-83
16: CCC1CCCCN1C(=O)COC(=O)c1cc(=O)c2ccccc2o1 (stereo not given)
    -8	1.7	0.1	15
17: CCOC(=O)c1c(C)oc2ccc(N(C(=O)Oc3ccccc3)S(=O)(=O)c3ccc(CC)cc3)cc12
    11	-0.2	-0.1	-6
18: CCOC(=O)C1=C(C)N=c2s/c(=C\c3cccc(OCc4ccc(Cl)cc4Cl)c3)c(=O)n2C1c1ccccc1 (stereo not given)
    9	-0.2	0.0	-30
19: CN(C(=O)N1CCC(C(=O)NC(c2ccccc2)c2ccsc2)CC1)c1ccccc1 (stereo not given)
    -10	-1.4	-0.1	5
20: CCc1ccc(-n2c(=S)sc3c(=O)n(-c4ccccc4)c(SCC(=O)N4CCCC4)nc32)cc1
    0	-0.6	-0.1	0
21: COc1ccccc1CNC(=O)c1c[nH]n2c(=O)cc(C)nc12
    -7	-0.7	-0.2	-3
22: CCCCN(CC)C(=O)c1nn(-c2cccc(OC)c2)c(=O)c2ccccc12
    -3	-0.1	-0.1	5
23: CC1=C(C(=O)c2ccccc2)C(c2c(Cl)cccc2Cl)NC(=O)N1 (stereo not given)
    0	-0.2	0.0	-4
24: COc1ccc(C2=NOC(C(=O)N3CCCC3)C2)cc1 (stereo not given)
    -1	-0.6	0.1	-51
25: CC1CCc2sc(NC(=O)c3cccc(Cl)c3)c(C#N)c2C1 (stereo not given)
    9	0.4	0.3	-37
26: NC(=O)CSc1nnc(NC(=O)c2cc(Br)ccc2Cl)s1
    6	0.1	-0.1	1
27: CC(=O)c1ccccc1OC(=O)C(C)N1C(=O)C2C3C=CC(C4CC34)C2C1=O (stereo not given)
    12	-1.0	0.1	7
28: O=c1c2c([nH]n1-c1ccccc1)CCCC2
    -10	-0.4	0.0	4
29: O=C(CN1N=C(c2ccc(Cl)cc2)CCC1=O)NCCN1CCOCC1
    -6	-0.4	-0.2	-1
30: COc1cccc(-c2cc(C(=O)NCc3ccc(Cl)c(Cl)c3)c3ccccc3n2)c1
    7	-0.7	0.0	3

Four compounds picked at random from the list so far:
Every second line gives: MITF primary	GPR151 activ	FBW7 activator	TEAD-YAP block
4: COCC1CCCCN1C(=O)c1cc(COc2ccc(C(C)=O)cc2)on1 (stereo not given)
    1	0.3	-0.1	-42
2: CCOC(=O)c1c(NC(=O)COc2ccc(F)cc2)sc2c1CCCC2
    11	2.0	-0.1	3
18: CCOC(=O)C1=C(C)N=c2s/c(=C\c3cccc(OCc4ccc(Cl)cc4Cl)c3)c(=O)n2C1c1ccccc1 (stereo not given)
    9	-0.2	0.0	-30
16: CCC1CCCCN1C(=O)COC(=O)c1cc(=O)c2ccccc2o1 (stereo not given)
    -8	1.7	0.1	15

More records.
Every second line gives: MITF primary	GPR151 activ	FBW7 activator	TEAD-YAP block
31: CCOCCCNC(=O)c1cc2c(=O)n3cccc(C)c3nc2s1
    -3	-0.3	-0.2	-4
32: CCOCCCNC(=O)c1cc(Nc2ccc(OCC)cc2)nc2ccccc12
    1	0.7	-0.1	-1
33: COc1ccccc1NC(=O)CC[C@H]1CN(Cc2ccncc2)CC[C@H]1N1CCOCC1
    -1	-1.0	-0.1	-7
34: CC(=O)c1c(C)oc2ccc(N(C(C)=O)S(=O)(=O)c3ccc(F)cc3)cc12
    1	-1.1	-0.1	7
35: CCOc1ccc(C(=O)Nc2cc(-c3nc4ncccc4o3)ccc2Cl)cc1
    -13	-0.9	0.0	-4
36: CC(=O)OCC1OC(Oc2ccc(C(=O)COc3ccc(F)cc3)c(O)c2)C(OC(C)=O)C(OC(C)=O)C1OC(C)=O (stereo not given)
    -3	-0.8	0.1	2
37: CCOC(=O)c1c(C)n(-c2ccccc2)c2ccc(OC(=O)Cc3ccccc3)cc12
    -10	1.8	0.1	-10
38: Cc1ccc(OCC(=O)N/N=C\c2ccccc2OCC(=O)O)c(C)c1
    1	1.3	-0.2	12
39: COCCn1c(=O)c(=O)n(Cc2ccc(Cl)cc2)c2cc(C(F)(F)F)ccc21
    6	0.2	0.0	3
40: COc1ccc(OC)c(NC(=O)COc2ccc(Cl)c(C)c2)c1
    15	1.8	0.7	6
41: Nc1c(Cl)c(Cl)nc(C(=O)N/N=C/c2ccc(O)cc2O)c1Cl
    16	0.1	-1.3	14
42: COc1ccc(NC(=O)CSc2nnc3c4c(C)c(C)sc4ncn23)c([N+](=O)[O-])c1
    18	-0.3	-0.1	6
43: CCOc1ccccc1NC(=O)NNS(=O)(=O)c1ccc(C(C)(C)C)cc1
    -2	0.1	-0.2	-8
44: CC(C)(C)NC(=O)CSc1nnc2sc3ccccc3n12
    0	-2.1	0.6	-7
45: Cc1ccc(-c2n[nH]c(=O)c3ccccc23)cc1S(=O)(=O)Nc1ccc(Cl)cc1
    4	0.4	0.0	2
46: CCOC(=O)c1ccc2nc(NC(=O)CN3C(=O)CCC3=O)sc2c1
    0	0.6	-0.4	4
47: Cc1cc(C)cc(N(CC(=O)Nc2ccccc2C(F)(F)F)S(C)(=O)=O)c1
    -1	0.4	0.2	8
48: CC1(C2CC2)NC(=O)N(CC(=O)Nc2ccc(F)cc2F)C1=O (stereo not given)
    3	1.0	0.0	2
49: Cc1ccc(NC(=O)c2ccccc2C)c(Br)c1
    13	-0.2	0.1	-28
50: CN=C1Sc2nc3cc(OC)ccc3cc2CN1CC1CCCO1 (stereo not given)
    18	-1.3	0.3	-11
51: Nc1ccc(C(=O)Nc2c(N)cc(Cl)cc2Cl)cc1
    2	-1.4	0.0	-74
52: O=C(Nc1c(Cl)cccc1Cl)C1CC1(c1ccccc1)c1ccccc1 (stereo not given)
    24	1.5	0.6	-9
53: Cc1ccc(S(=O)(=O)N(C)C)cc1NC(=O)COC(=O)c1cc(=O)c2ccccc2o1
    14	-0.9	0.5	14
54: COc1ccc(C(=O)Oc2ccc3oc(C)c(C(=O)OC(C)C)c3c2)cc1OC
    7	-1.3	0.0	4
55: COc1ccc(-n2nc(C(=O)NCC(=O)Nc3ccc(F)cc3)c3ccccc3c2=O)cc1Cl
    -10	-0.1	0.0	-3
56: CCC(=O)Nc1nnc(-c2ccc(F)cc2)s1
    0	-1.6	0.0	-24
57: COc1ccc(Cc2noc(-c3cccnc3)n2)cc1
    -1	0.8	-0.1	3
58: O=C(Cn1c(NCCO)nc2ccccc21)c1ccc2c(c1)OCO2
    0	0.6	-0.1	1
59: Cc1ccc2c(c1)C(C)(C)C1(C=Cc3cc([N+](=O)[O-])ccc3O1)N2CC(N)=O (stereo not given)
    7	1.8	0.2	0
60: COc1cc2nc(CN3CCC(C(N)=O)CC3)[nH]c(=O)c2cc1OC
    7	-1.0	0.2	4

Three entries already listed, ordered by molecular weight, smallest number first:
Every second line gives: MITF primary	GPR151 activ	FBW7 activator	TEAD-YAP block
51: Nc1ccc(C(=O)Nc2c(N)cc(Cl)cc2Cl)cc1
    2	-1.4	0.0	-74
58: O=C(Cn1c(NCCO)nc2ccccc21)c1ccc2c(c1)OCO2
    0	0.6	-0.1	1
55: COc1ccc(-n2nc(C(=O)NCC(=O)Nc3ccc(F)cc3)c3ccccc3c2=O)cc1Cl
    -10	-0.1	0.0	-3

Other entries
Every second line gives: MITF primary	GPR151 activ	FBW7 activator	TEAD-YAP block
61: C=CCN=c1scc(C)n1/N=C/c1ccc2c(c1)OCO2
    1	-1.5	-0.2	0
62: Cc1ccc2c(=O)c(C(=O)c3ccccc3C)coc2c1
    -3	0.6	-0.1	2
63: O=C(O)CCCn1c(=S)[nH]c2ccsc2c1=O
    3	-0.6	-0.2	6
64: CCCCc1ccc(C2=N/C(=C\c3cccc(Cl)c3)C(=O)O2)cc1
    15	0.2	0.1	6
65: O=c1nc2scc(CO)n2c2sc3c(c12)CCCC3
    3	1.0	0.0	0
66: CC(Sc1nc2c(c(=O)n(C)c(=O)n2C)n1Cc1ccc(Cl)cc1Cl)C(=O)O (stereo not given)
    5	1.0	0.0	11
67: Cn1cc(OCc2ccc(F)cc2)c(=O)cc1C(=O)NC1CCCCCC1
    6	1.9	-0.2	-2
68: CSc1ccccc1NC(=O)c1ccc(I)cc1
    -18	-0.2	0.0	-17
69: COc1ccc(Cn2c(SCC(=O)c3ccc(Cl)cc3)nc3ccsc3c2=O)cc1
    17	2.1	0.8	-19
70: Nc1c(Br)cc2c(c1Br)C(=O)c1ccccc1C2=O
    -4	-0.5	0.3	-25
71: CN1C(=O)/C(=C/c2cn(CC(=O)O)c3ccccc23)c2ccccc21
    3	0.2	-0.1	8
72: O=C(N1CCC(Cc2ccccc2)CC1)C1(c2cccs2)CCOCC1
    1	2.6	-0.2	3
73: CC(=O)Nc1c(-c2cc(=O)oc3c(C)c(C)ccc23)oc2ccccc12
    -18	-0.7	-0.1	8
74: COc1ccc(S(=O)(=O)NCCCn2ccnc2)c2ccccc12
    -34	-0.1	-0.2	3
75: COc1ccc(C(=O)NNC(=O)c2cccc(C)c2)cc1
    13	-2.8	0.0	-3
76: CC(=O)c1ccc(NC(=O)/C(=C/c2ccc(N(C)C)cc2)NC(=O)c2ccccc2F)cc1
    3	0.5	-0.2	7
77: C=CCSC1=NC(N)=C(C#N)C2(CCCCC2)C1C(N)=O (stereo not given)
    -2	-1.2	0.0	6
78: NC(=O)N/N=C/c1cccc(Br)c1
    7	0.8	-0.1	-5
79: Cc1nc([N+](=O)[O-])c(Br)n1CC(=O)c1ccc(Cl)cc1
    -2	0.0	-0.1	-1
80: CCCCC(O)(CCCC)C(=O)NN(C(=O)OC)c1ccccc1
    -7	1.4	0.1	0
81: COCCNc1nnc(SCc2cc(=O)n3cc(Br)ccc3n2)s1
    17	-1.7	0.0	4
82: C=CCn1c(CCSCc2ccc(OC)c(C)c2)n[nH]c1=S
    -11	0.5	0.1	2
83: CC(=O)Nc1ccc(NC(=O)Cc2cn(-c3ccc(N4CCCC4CO)nn3)c3ccccc23)cc1 (stereo not given)
    7	-0.7	0.0	-5
84: CC(=O)N1c2ccccc2NC2=C(C(=O)CCC2)C1c1c(Cl)cccc1Cl (stereo not given)
    2	0.4	0.1	-1
85: COCCNC(=O)Cn1cc2c(n1)CCCC2
    -1	-0.2	0.0	-1
86: O=C(CC1C(=O)NCCN1Cc1cccc(C(F)(F)F)c1)NC1CCCC1 (stereo not given)
    -10	0.9	0.1	6
87: Nc1cc(N)nc(SCC(=O)Nc2cccc(S(=O)(=O)N3CCOCC3)c2)n1
    -2	-1.7	-0.2	10
88: COC(=O)C1CCN(C(c2ccccc2F)c2sc3nc(C)nn3c2O)CC1 (stereo not given)
    7	-1.5	1.1	8
89: N#Cc1ccccc1N1C(=O)C2C3C=CC(CO)(O3)C2C1=O (stereo not given)
    3	0.6	0.0	0
90: CS(=O)(=O)N1CCC(Oc2cccc(C(=O)N3CCc4sccc4C3)c2)CC1
    2	-1.4	0.1	0
91: CCOCCOC(=O)C1=C(C)NC2=C(C(=O)CCC2)C1c1ccc(O)c(OC)c1 (stereo not given)
    14	-1.1	0.0	7
92: COc1cccc2c1OC1(C)CC2NC(=O)N1c1cccc(C(=O)NCc2cccnc2)c1 (stereo not given)
    -9	0.8	-0.1	0
93: CCOCCCNCc1c(OC)ccc2ccccc12
    4	-0.6	0.0	-2
94: Fc1ccccc1-c1nc(NCc2ccc(Cl)cc2)c2ccccc2n1
    -7	-1.3	0.0	-13
95: CCC(Sc1nncn1C)C(=O)Nc1ccc(Cl)cc1 (stereo not given)
    -2	0.0	0.0	-9
96: O=C(O)c1nccnc1C(=O)Nc1ccc(-c2ccc(Cl)cc2)cc1
    8	1.9	0.0	-5
97: CCN1CCN(C(c2cccc(OC)c2)c2sc3nc(C)nn3c2O)CC1 (stereo not given)
    -7	0.0	-0.1	-9

Hits appear at their usual frequency; about 3.4% have a hit in one of these screens.
